KCNK3 inh: human KCNK3 channel inhibition, primary screen; O14649; CHO-KCNK3 thallium flux, FluxOR fluorescence; hits give low values; B-score at 10 µM; hit rate 0.84% among 340,000;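 active = B-score under library mean minus 4 SD, starting fluorescence ratio at most library mean plus 5 SD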;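 note: more negative B-score means stronger inhibition of thallium flux through KCNK3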
KCNK9 inh: inhibitors of human KCNK9 two-pore domain potassium channel; Q9NPC2; HEK293 KCNK9, FluxOR thallium flux fluorescence; hits give low values; B-score at 10 µM; hit rate 1.2% among 310,000;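 active = ratio B-score over 3 SD below the library mean, with starting fluorescence within 5 SD of its mean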;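 note: negative B-score means less thallium flux so channel inhibition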
hERG rescue: shields human hERG channel from block by proarrhythmic agents; Q12809; CHO-hERG, FluxOR thallium flux, dofetilide IC70 present; activation (rescue from dofetilide block), less the hit threshold, % at 10 µM; hit rate 0.51% among 310,000; AID 1511;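 active = activation above the mean of controls blocked by dofetilide plus 5 SD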;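 note: thallium influx through hERG after potassium depolarization seen as dye fluorescence rise; in these data hits start at about 4.7%; inactives centre near -7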
Dyrk1A ADPGlo: blocks rat Dyrk1A kinase activity | ADP-Glo luminescence, NFATc1 peptide | AID 504441 | Q63470 | hit rate 0.43% among 310,000 | inhibition, % at 12.5 µM; in the data active = inhibition above about 50%;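 note: plate controls were vehicle with enzyme for no effect and no enzyme for full effect; many of its hits are not listed in these tables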
KCNQ1 pot: potentiates or activates the human KCNQ1 potassium channel | P51787 | CHO-K1 KCNQ1, thallium flux FluxOR fluorescence; hits give high values | B-score at 10 µM | hit rate 0.35% among 310,000;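 active = fluorescence ratio B-score, a plate-corrected score, at least three library SD, with initial intensity B-score within 5 SD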
Target sequence (P51787 whole entry, looked up): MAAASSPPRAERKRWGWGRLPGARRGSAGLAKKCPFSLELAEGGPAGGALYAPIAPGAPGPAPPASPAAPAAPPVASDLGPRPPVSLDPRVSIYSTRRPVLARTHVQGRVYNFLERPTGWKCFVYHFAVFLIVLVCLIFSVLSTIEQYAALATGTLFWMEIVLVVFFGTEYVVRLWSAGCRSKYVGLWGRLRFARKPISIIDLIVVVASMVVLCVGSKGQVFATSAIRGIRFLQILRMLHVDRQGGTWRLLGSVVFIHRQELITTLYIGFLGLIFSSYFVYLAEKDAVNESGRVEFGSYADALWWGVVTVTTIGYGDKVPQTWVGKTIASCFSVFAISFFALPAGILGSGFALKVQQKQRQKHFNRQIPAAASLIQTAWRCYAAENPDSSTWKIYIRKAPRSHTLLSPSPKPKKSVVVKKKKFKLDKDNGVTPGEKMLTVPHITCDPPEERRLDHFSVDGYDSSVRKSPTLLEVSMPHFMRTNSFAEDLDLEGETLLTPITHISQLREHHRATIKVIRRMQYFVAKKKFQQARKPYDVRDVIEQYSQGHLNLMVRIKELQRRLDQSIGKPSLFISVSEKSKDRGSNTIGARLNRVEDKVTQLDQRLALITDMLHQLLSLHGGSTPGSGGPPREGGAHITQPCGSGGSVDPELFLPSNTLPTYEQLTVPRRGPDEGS
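Medium – assay buffer, equal DMSO in all wells · Material – CHO-K1 cell line with stable KCNQ1 potassium channel expression · Signal – kinetic FluxOR thallium fluorescence, 10-s 1-Hz baseline, 110-s post-stimulus read · Compound – single concentration per compound, DMSO matched to controls · Schedule – 37 °C overnight plating, 90-min dark dye load, 20-min compound pretreatment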
KCNQ1 inh: human KCNQ1 channel inhibition; P51787; CHO-K1 KCNQ1, FluxOR thallium flux fluorescence; hits give high values; B-score at 10 µM; hit rate 1.3% among 310,000;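 active = compounds whose thallium flux B-score, printed positive for inhibition, exceeds three library SD while starting fluorescence stays within three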;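 note: channel opened by potassium depolarization with thallium stimulus after 20 min compound exposure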
RGS4 act: potentiators or activators of RGS4; B-score at 10 µM; AID 463111; HEK293 M3R/inducible RGS4, carbachol calcium flux Fluo4; hits give low values; hit rate 0.92% among 310,000;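 active = B-score of the integrated calcium signal more than 4 SD below the library mean, with starting fluorescence not abnormally high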;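 note: negative B-score means reduced calcium response which marks RGS4 activation or potentiation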
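test system = M3R-expressing HEK293 line, RGS4 induced by doxycycline | probe or stimulus = carbachol at ECmax as muscarinic agonist stimulus | timing = dye loading 30 min 37 °C, buffer rest 30 min RT | signal = calcium dye Fluo4 fluorescence | evaluation = B score from integrated fluorescence ratio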
PolyA inh: blocks polyadenylation in yeast reporter cells; hit rate 0.02% among 300,000; AID 1875; calls only at 12 µM; S. cerevisiae SKY197-pL101 polyadenylation reporter, beta-gal luminescence; efflux-impaired pdr1/pdr3 knockout yeast; score 100 = 6 SD above DMSO;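 active = lowest replicate activity score at least 50, where 100 means six control SD above control mean; inconclusive = lowest score under 50 but half or more replicates reach 50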;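 note: yeast exposed to compound for 9 h at 30 °C; higher score means more reporter readthrough which indicates perturbed polyadenylation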
HDAC3 inhib: blocks human histone deacetylase 3 | recombinant HDAC3, fluorogenic peptide/trypsin coupled, fluorescence | inhibition, % at 8.3 µM | O15379 | hit rate 0.15% among 320,000; in the data active = inhibition above about 26%, passing the limit was not always enough; inconclusive = no clear call, values can overlap the other calls
GSK3B inh: inhibitors of human GSK3beta kinase; GST-GSK3beta kinase, ADP-Glo luminescence, 60 min; hits give low values; hit rate 0.038% among 300,000; P49841; activity score (negative = inhibition), % at 10 µM;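 active = more than half of replicate wells score below -50%, meaning over 50% inhibition versus plate controls; inconclusive = some replicates but at most half score below -50%; inactive = no replicate scores below -50%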;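 note: 0% = median DMSO wells and -100% = median GW8510 positive control wells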
Target sequence (P49841 whole entry, looked up): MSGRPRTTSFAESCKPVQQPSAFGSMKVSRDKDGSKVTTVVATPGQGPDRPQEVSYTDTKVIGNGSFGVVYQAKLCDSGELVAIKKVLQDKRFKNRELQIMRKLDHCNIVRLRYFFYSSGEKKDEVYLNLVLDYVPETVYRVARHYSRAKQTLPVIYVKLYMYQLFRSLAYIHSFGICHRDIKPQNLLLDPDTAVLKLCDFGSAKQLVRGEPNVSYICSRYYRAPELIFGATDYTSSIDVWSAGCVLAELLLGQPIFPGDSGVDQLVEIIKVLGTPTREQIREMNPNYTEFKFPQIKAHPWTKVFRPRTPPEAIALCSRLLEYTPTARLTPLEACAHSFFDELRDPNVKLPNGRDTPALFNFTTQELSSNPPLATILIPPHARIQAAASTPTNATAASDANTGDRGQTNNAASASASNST
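Test system: GST-fused GSK3beta enzyme, cell-free | Quantity: 1.6 ng GST-GSK3beta enzyme per well | Reagent: 25 µM ATP with peptide substrate | Schedule: 60 min enzyme reaction, room temperature | Signal: Luminescent ADP-Glo measurement of ADP formed | Read-out basis: Score relative to plate controls | Control set: DMSO and 20 µM GW8510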
GSK3A inh: human GSK-3 alpha kinase inhibition; hit rate 0.1% among 320,000; ADP-Glo luminescence, 60 min; inhibition, % at 10 µM; AID 2650; P49840;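 in the data active = inhibition above about 50%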;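 note: GST-tagged GSK-3 alpha with peptide substrate and 25 µM ATP; 0% = DMSO neutral wells and 100% = GW8510 positive control wells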
Numbers without * were called inactive; i = inactive; ? = inconclusive; / = not tested or not shown; & = joins results of further samples.

SMILES | KCNK3 inh | KCNK9 inh | hERG rescue | Dyrk1A ADPGlo | KCNQ1 pot | KCNQ1 inh | RGS4 act | PolyA inh | HDAC3 inhib | GSK3B inh | GSK3A inh
CC(C)NC(=O)CSc1nncn1-c1ccccc1 | i | i | -16 | -2 | i | i | i | i | 2 | 4 | -1
O=S(=O)(NCC1CC1)c1cc(Cl)cc(Cl)c1 | i | i | -3 | 0 | i | i | i | i | 5 | 4 | -4
Cc1cc(OCC(=O)NCc2cccnc2)c2c(C)cc(=O)oc2c1 | i | i | -8 | / | i | i | i | i | -68 | 0 | 0
COc1ccc(/C=N/n2c(SC)nnc(C(C)(C)C)c2=O)cc1OC | i | i | -5 | -6 | i | i | i | i | 11 | 4 | -2
CC(=O)N1CCC(N(CCCOC(C)C)C(=O)Nc2ccc(C)c(C)c2)CC1 | i | i | -18 | 2 | i | i | i | i | -6 | -9 | -1
CN(C)CCCN1C(=O)c2oc3ccc(F)cc3c(=O)c2C1c1cccnc1 (centres undefined) | i | i | -6 | 4 | i | i | i | i | -8 | -4 | -2
CC1=CC(C)(C)Nc2ccccc21 | i | i | -10 | -12 | i | i | i | i | 1&-9 | -1 | -3&-2
CCOC(=O)c1cc2c(=O)n3ccccc3nc2n(C(C)C)c1=NC(=O)c1c(-c2c(F)cccc2Cl)noc1C | i | i | -8 | 0 | i | i | i | i | -24 | -3 | 0
COc1ccc(C(=O)NC(=S)NNC(=O)COc2ccccc2)cc1 | i | i | -10 | 4 | i | i | i | i | 2 | 0 | 0
COc1cccc(C2C3=C(N=c4s/c(=C\c5ccc(OCC(=O)O)cc5)c(=O)n42)c2ccccc2CC3)c1 (centres undefined) | / | i | 0 | / | i | i | -8.4* | i | 9 | -1 | -2
N#Cc1c(N)n(-c2cccc(C(=O)O)c2)c2nc3ccccc3nc12 | i | i | -13 | 3 | i | i | i | i | -112 | 2 | 3
O=C(Cn1ncc2c3ccccc3n(Cc3ccccc3)c2c1=O)NCc1ccco1 | i | i | -8 | 22 | i | i | i | i | -11 | 0 | -2
CC(=O)Nc1ccc(NC(=O)C(C)OC(=O)CCCN=C2NS(=O)(=O)c3ccccc32)cc1 (centres undefined) | i | i | -3 | 18 | i | i | i | / | 10 | -2 | 1
CCc1nnc(NC(=O)CCC(=O)N2CCN(Cc3cc(Cl)ccc3OC)CC2)s1 | i | i | -3 | 10 | i | i | i | i | -2 | -4 | -5
c1ccc2c(c1)CSc1sccc1C2=C1CCNCC1 | i | i | -10 | 0 | i | i | -7.5* | i | -5 | -2 | -4
Cc1cccc(NC(=S)Nc2ccccn2)c1C | i | i | -11 | -6 | i | i | i | i | -2 | 3 | -2
Cc1occc1C(=O)N1CCN(C(=O)C2CCCO2)CC1 (centres undefined) | i | i | -5 | 2 | i | i | i | i | -3 | -28 | -1
Cc1cccc(NC(=O)Cn2c(=O)n(C)c3ccccc32)c1 | i | i | -3 | -3 | i | i | i | i | 3 | -1 | -2
CCN(CC)c1ccc(/C=N/NC(=O)Cc2cccs2)cc1 | i | i | -13 | 7 | i | i | i | / | 4 | 1 | -2
COc1ccc2c(c1)N(C)C(=O)CC(c1ccccc1)=N2 | i | i | -12 | -1 | i | i | i | i | 4 | 0 | -1

Of the compounds above, these contain fluorine.
SMILES | KCNK3 inh | KCNK9 inh | hERG rescue | Dyrk1A ADPGlo | KCNQ1 pot | KCNQ1 inh | RGS4 act | PolyA inh | HDAC3 inhib | GSK3B inh | GSK3A inh
CN(C)CCCN1C(=O)c2oc3ccc(F)cc3c(=O)c2C1c1cccnc1 (centres undefined) | i | i | -6 | 4 | i | i | i | i | -8 | -4 | -2
CCOC(=O)c1cc2c(=O)n3ccccc3nc2n(C(C)C)c1=NC(=O)c1c(-c2c(F)cccc2Cl)noc1C | i | i | -8 | 0 | i | i | i | i | -24 | -3 | 0

(next part)
SMILES | KCNK3 inh | KCNK9 inh | hERG rescue | Dyrk1A ADPGlo | KCNQ1 pot | KCNQ1 inh | RGS4 act | PolyA inh | HDAC3 inhib | GSK3B inh | GSK3A inh
Cc1ccc(N(Cc2cc3cc(C)ccc3[nH]c2=O)S(=O)(=O)c2ccccc2)cc1 | i | i | -4 | 3 | i | i | i | i | 11 | 1 | -5
CC12CN3CC(C)(CN(C1)C3c1ccc3c(c1)OCO3)C2=O (centres undefined) | i | i | 2 | -2 | i | i | i | i | / | 2 | /
Cc1cccc(N(C(=O)CNC(=O)c2cccs2)C(C(=O)NC2CCCC2)c2ccncc2)c1 (centres undefined) | i | i | -7 | -6 | i | i | i | i | 2 | 3 | 3
CCCOc1cccc(C2/C(=C(/O)c3ccc4c(c3)CC(C)O4)C(=O)C(=O)N2CCN2CCOCC2)c1 (centres undefined) | i | i | -9 | -1 | i | i | i | i | -2 | 3 | -3
Cc1ccc(-c2nnc(SCC(=O)N/N=C/c3ccccc3C(=O)O)n2-c2ccccc2)cc1 | / | i | -4 | / | i | i | i | i | 5 | -1 | 0
CC(NC(=O)C1CCN(S(=O)(=O)N2CCCCCC2)CC1)c1ccccc1 (centres undefined) | i | i | -7 | -3 | i | i | i | i | ? | 2 | 2
Nc1nc2nc(-c3cccs3)cc(C(F)(F)F)n2n1 | i | i | -13 | / | i | i | i | i | -60 | 2 | -2
CNC(=O)c1ccc(NC(=O)Nc2ccccc2)cc1 | i | i | -5 | 2 | i | i | i | i | -1 | 0 | 1
CCN1CCCC1CNC(=O)C(=O)NCCc1ccc(OC)c(OC)c1 (centres undefined) | i | i | -6 | -5 | i | i | i | i | 0 | 1 | -1
Nc1nc(SCc2nc3scc(-c4cccs4)c3c(=O)[nH]2)n[nH]1 | i | i | -9 | 34 | i | i | i | i | -2 | -2 | 5
COc1ccccc1NS(=O)(=O)c1ccc2oc(SCC(C)=O)nc2c1 | i | i | -2 | -9 | i | i | i | i | 42* | 4 | -3
COc1ccccc1NC(=O)c1csc2c1CCCC2 | i | i | -7 | 3 | i | i | i | i | 0 | -4 | -2
COc1ccc(OC)c(Nc2nc(NCCC(C)C)nc(N)c2[N+](=O)[O-])c1 | i | i | -9 | / | i | i | i | i | 0 | -1 | 4
Cc1ccc(N(C(=O)CCl)C(C(=O)NC2CCCCC2)c2cccnc2)cc1C (centres undefined) | / | i | -10 | / | i | i | i | / | -10 | 7 | 5
CCOc1ncccc1C(=O)OCC(=O)N1CCN(S(=O)(=O)c2ccc(Cl)cc2)CC1 | i | i | -14 | -1 | i | i | i | i | -1 | -4 | -3
CCN(CC)c1ccc(C(=O)N/N=C(\C)c2cccc(OC)c2)cc1 | i | i | -7 | 2 | i | i | i | i | 0 | 2 | -3
N#Cc1cncc(-c2ccc3c(c2)OCCOCCOCCOCCOCCO3)n1 | i | i | -13 | 4 | i | i | i | i | -6 | 2 | 0
CCOc1ccc(CCNC(=O)C2CC=CCC2C(=O)OC(C)C)cc1OCC (centres undefined) | i | i | -4 | -1 | i | i | i | i | 1 | -4 | -1
O=C(CCN1C(=O)/C(=C\c2ccccc2)SC1=S)NCCCN1CCOCC1 | i | i | -14 | -4 | i | i | i | i | 0 | -2 | 1
O=C(c1ccc(COc2ccccc2Br)cc1)N1CCCCCC1 | i | i | -2 | 1 | i | i | i | i | ? | 6 | -2
Cc1ccc(Oc2cnc3ccccc3n2)cc1 | i | i | -10 | 0 | i | i | i | i | -3 | 3 | 1
CC(=O)Nc1ccc(OCC(O)CN2CCN(c3cccc(Cl)c3)CC2)cc1 (centres undefined) | i | i | -5 | -9 | i | i | i | i | -3 | -1 | -1
N/C(Cc1ccc(Cl)c(Cl)c1)=N\OC(=O)c1cccs1 | i | i | -4 | -4 | i | i | i | i | 7 | 0 | -3
Cc1scc(C(=O)N/N=C/c2ccc(Cl)s2)c1C | i | i | -10 | -8 | i | i | i | i | 3 | -4 | -5
c1ccc(Cc2nnc3sc(-c4cccnc4)nn23)cc1 | i | i | -7 | 23 | i | i | i | i | -2 | 0 | 1
Cc1cc(Nc2ccccc2)n(C(=O)c2ccccc2)n1 | i | i | -6 | -4 | i | i | i | i | 10 | 3 | -3
Cc1ccc(NC(=O)CNc2ccc(OC(C)C)cc2)c(C)c1 | i | i | -12 | / | i | i | i | / | -5 | 0 | -3
O=S(=O)(Cc1cc(-c2ccccc2Cl)no1)c1ccccc1 | i | i | -20 | 11 | i | i | i | i | 3 | -2 | 1
CCOc1cc(/C=C(\C#N)C(=O)NCc2cccnc2)ccc1O | i | i | -6 | 14 | i | i | i | i | 12 | -1 | 0
NC1=NC(=O)/C(=C/c2ccc(-c3ccc(S(N)(=O)=O)cc3)o2)S1 | i | i | -9 | 77* | i | i | i | i | -2 | -2 | 65*
CN(C)CCCNC(=O)c1ccccc1Oc1ccccc1 | i | i | -11 | -1 | i | i | i | i | -7 | -3 | -3
CS(=O)(=O)N1CCN(C(=O)c2ccc3c(c2)OCCO3)CC1 | i | i | -10 | 1 | i | i | i | i | -4 | 2 | -5
COCC(C)NC(C(=O)Nc1ccc(Cl)c([N+](=O)[O-])c1)c1ccccc1 (centres undefined) | i | i | -10 | 10 | i | i | i | i | 3 | -8 | 0
Cc1ccc(NC(=O)C2COc3ccccc3O2)cc1 (centres undefined) | i | i | -11 | / | i | i | i | i | 10 | 2 | 0
CCc1ccc(C(=O)/C=C/Nc2ccc(S(=O)(=O)Nc3onc(C)c3C)cc2)cc1 | i | i | -5 | -2 | i | i | i | i | 6 | 1 | -2
COc1cccc(C2(c3cccc(OC)c3)CC2C(=O)Nc2cccc3ccccc23)c1 (centres undefined) | i | i | -13 | -10 | i | i | i | i | -8 | -1 | -3
Cc1ccc(CN2CCC(c3cc(-c4cccs4)n[nH]3)CC2)cc1 | i | i | -14 | -3 | i | i | -17* | i | 1 | 0 | 4
Cc1ccc(C(=O)N2CCCC(N3CCN(c4cccc(C(F)(F)F)c4)CC3)C2)s1 (centres undefined) | i | i | -13 | 3 | i | i | i | i | 3 | 7 | 2

Bioassay records: PubChem BioAssay, several laboratories

An excerpt; rates above refer to the full screens.
